Assay outcomes: PubChem, Broad Institute
PglD DTNB = PglD (C. jejuni) enzyme inhibition; purified PglD enzyme, DTNB colorimetric CoA detection; inhibition, % at 12.5 µM; 0.098% of 360,000 active; AID 602405; in the data active = inhibition above about 16%, passing the limit was not always enough; also: strong numbers were not always called active
Numbers without * were called inactive.

PglD DTNB	Structure
-5	Cc1ccc(NC(=O)c2ccc(NCCc3ccccc3)c([N+](=O)[O-])c2)cc1F
0	CCCNC(=O)NC(=O)COC(=O)c1oc2ccc(OCC)cc2c1C
-3	Cn1cnnc1SCC(=O)Nc1ccc2nc(SCc3ccccc3)sc2c1
-2	O=C(Nc1ccccn1)C12CC3CC(C1)CC(C(=O)Nc1ccccn1)(C3)C2
5	CCCc1c(C)c(C#N)c2nc3ccccc3n2c1NCCCN1CCOCC1
0	N#Cc1c(-c2ccccc2Cl)cc(C2CC2)nc1N
0	Cn1c(=O)nc2n(Cc3ccccc3)c3cccc(Cl)c3cc-2c1=O
1	O=C(CSc1ncnc2sc3c(c12)CCCCC3)NCc1ccco1
0	N#Cc1nc(N)nc(N(c2ccccc2)c2ccccc2)n1
1	COC(=O)c1ccc(-c2nc3ccccc3[nH]2)cc1
-5	CCOC(=O)C1=C(C)OC(N)=C(C#N)C1c1c(C)nn(-c2ccccc2)c1Cl (stereo unspecified)
-10	C/C(=N\O)C(=O)NCCCNCCCN(C)C
0	C[C@@H](CN1CCC[C@H]1CN1C(N)=NC[C@@H]1Cc1ccccc1)N1C[C@@H](Cc2ccccc2)N(CCCC2CCCC2)C1=N
-1	COC(=O)c1[nH]c2cccc(OC)c2c1NC(=O)CCN1CCC(C)CC1
-7	CN1CCN(c2ccc(Cl)cc2NC(=O)c2nn(-c3ccccc3)c(=O)c3ccccc23)CC1

Laid out differently: two of the compounds above
COC(=O)c1[nH]c2cccc(OC)c2c1NC(=O)CCN1CCC(C)CC1
  PglD DTNB = -1

CN1CCN(c2ccc(Cl)cc2NC(=O)c2nn(-c3ccccc3)c(=O)c3ccccc23)CC1
  PglD DTNB = -7

Next entries follow:
PglD DTNB	Structure
2	Cc1ccc(CNC(=O)CN(C)S(=O)(=O)c2cnc[nH]2)cc1
4	OC1(c2ccc(F)cc2)CN(c2ccccc2)C2=[N+]1CCS2 (stereo unspecified)
-2	O=C(NC1CCCCC1)N1CCN(Cc2nc3ccccc3c(=O)[nH]2)CC1
0	CCCN(CC(=O)Nc1ccc(Cl)cc1Cl)C(=O)/C=C/c1cc(OC)ccc1OC
-1	O=C(Nc1cccc(O)c1)c1cc(S(=O)(=O)N2CCCC2)ccc1Cl
3	CCOC(=O)Cn1c(-c2ccccc2)nc2ccccc2c1=O
-3	CCn1c(CNc2ccc(OC)cc2)nnc1SCC(=O)c1ccc(OC)cc1
2	Cc1ccc(NC(=O)C2CC(=O)NC(N3CCCCC3)=N2)cc1Cl (stereo unspecified)
4	CCCC(=O)Nc1c(O)c2ccccc2[nH]c1=O
14	O=C(CCc1nc(-c2ccccc2F)no1)NC1CCCCCC1
-2	O=C(c1cccnc1)N1CCCCN2[C@H](CO)[C@H](c3ccc(C#Cc4ccccc4)cc3)[C@H]2C1
5	Cc1cccc(N(C(=O)CNC(=O)c2ccco2)C(C(=O)NC2CCCC2)c2ccncc2)c1 (stereo unspecified)
2	Cc1ccc2nc(N3CCN(Cc4nnnn4C4CCCC4)CC3)c(C#N)cc2c1
4	CCOCCCNCC(O)c1ccccc1 (stereo unspecified)
-4	CC(=O)Nc1ccc(S(=O)(=O)N(C)c2ccc(O)cc2)cc1

(next part)
PglD DTNB	Structure
0	CN(C)CCNc1c2c(c(C#N)c3nc4ccccc4n13)CCCC2
0	CC[n+]1c(/C=C/N(C)c2ccccc2)oc2ccc(F)cc21
-5	CC1CCCN(Cc2cnc(Cl)s2)C1 (stereo unspecified)
7	O=C1CC(C(=O)Nc2ccc(C(=O)O)cc2)C(c2ccccc2)O1 (stereo unspecified)
1	CC1(c2ccc(Cl)c(Cl)c2)NC(=S)N2C1NC(=S)N2c1ccccc1 (stereo unspecified)
-10	Cc1cc(-c2ccccc2)nc(N(C)NC(=O)c2ccc(Cl)cc2)c1S(C)(=O)=O
2	Nc1ccc2nc(-c3ccccc3)[nH]c2c1
-2	Cc1ccc(C(=O)C2(C)C3c4cc(Br)ccc4OC(=O)C32C(=O)c2ccco2)cc1 (stereo unspecified)
0	COc1ccc(/C=N\NC(=O)/C(=C\Nc2nccc(C)n2)NC(=O)c2ccccc2)cc1
1	Oc1cccc(C=NCc2ccccc2)c1
1	Cc1cc(C)c(NC(=O)C2CCCN2C(=O)NC2CCCCC2)c(C)c1 (stereo unspecified)
7	O=C1c2cccc3cccc(c23)C(=O)N1CCN1CCN(C(=S)Nc2ccccc2)CC1
1	COC(=O)C(C(=O)OC)C(C)C(C(=O)OC)C(=O)OC
7	Cc1cc(C)n(C(C)n2nc(C)cc2C)n1
0	O=C(Nc1nncs1)C1COc2ccccc2O1 (stereo unspecified)

Carrying on.
PglD DTNB	Structure
-2	N#Cc1cc2c(nc1SCC(=O)O)CCCC2
-1	CCc1ccc2oc(=O)cc(CN3CCN(CCO)CC3)c2c1
1	CCOc1nc(Nc2ccc(OC)c(Cl)c2)nc(N2CCN(c3ccc(OC)cc3)CC2)n1
3	COc1ccc(NC(=S)N(CCCN2CCN(C)CC2)Cc2cccs2)cc1
1	CCS(=O)(=O)NCC(c1ccco1)N1CCN(c2ccccc2)CC1 (stereo unspecified)
-2	CC(C)C1=CC(=NS(=O)(=O)c2cccc([N+](=O)[O-])c2)C=C(C(C)C)C1=O
-7	O=C(COc1ccc2oc3c(c2c1)CCCC3)Nc1ccccn1
7	COc1ccc(/C=C2\SC(=NCc3ccccc3)NC2=O)cc1
5	OC1C2(Cc3ccccc3)CN3CCN(C2)CC1(Cc1ccccc1)C3 (stereo unspecified)
-3	CCN1CCc2c(sc(NC(=O)c3ccc(S(=O)(=O)N4CCOCC4)cc3)c2C(=O)OC)C1
-3	COCCn1c(SCC(=O)N(C(C)C)C(C)C)nnc1-c1cc2ccccc2cc1O
-1	O=C(N/N=C/c1ccncc1)c1cc([N+](=O)[O-])cc([N+](=O)[O-])c1
-3	Nc1cc(OC(=O)c2ccco2)nn1S(=O)(=O)c1ccc(F)cc1
-10	COc1ccc2nc(NC(=O)Cc3ccc(OC)c(S(=O)(=O)N4CCOCC4)c3)sc2c1
-5	CC(C)c1nc2n[nH]c(N)c2c2c1CCC2

Quoted from the listing.
Entry of `O=C(N/N=C/c1ccncc1)c1cc([N+](=O)[O-])cc([N+](=O)[O-])c1` in PglD DTNB: -1
Entry of `COc1ccc(/C=C2\SC(=NCc3ccccc3)NC2=O)cc1` in PglD DTNB: 7
Entry of `COCCn1c(SCC(=O)N(C(C)C)C(C)C)nnc1-c1cc2ccccc2cc1O` in PglD DTNB: -3
Entry of `CC(C)C1=CC(=NS(=O)(=O)c2cccc([N+](=O)[O-])c2)C=C(C(C)C)C1=O` in PglD DTNB: -2

Next compounds.
PglD DTNB	Structure
5	Nc1nc(CSC(=S)N2CCOCC2)nc(Nc2ccccc2)n1
1	Cc1onc(-c2ccccc2)c1C(=O)NCC1CCN(C(=O)c2c(-c3ccccc3)noc2C)CC1
-4	Cc1ccc2nc(-c3ccc(NC(=O)COC(=O)c4ccc(Br)o4)cc3)sc2c1
3	CC1CC(C)(C)NC(=S)S1 (stereo unspecified)
1	CCCN1Cc2cccc(C(=O)Nc3ccc(-c4nc5ccccc5[nH]4)cc3)c2C1=O
-5	Nc1nnc(Cc2ccc(Cl)c(Cl)c2)s1
-5	CC1(C)CC(=O)c2sc(NC(=O)CN3CCOCC3)nc2C1
-2	N#Cc1ccccc1NC(=O)CSc1nnc(-c2ccc(F)cc2)n1-c1ccccc1
-3	Cc1ccc(S(=O)(=O)N2CCN(CC(=O)N/N=C\c3ccc(Cl)c([N+](=O)[O-])c3)CC2)cc1
3	COc1cccc(C(=O)Nc2ccc(F)c(F)c2F)c1
-4	COc1cccc(NC(=O)CN(C)C(=O)/C=C/c2cc(OC)ccc2OC)c1
5	COc1ccc(NC(=O)COC(=O)/C=C/c2ccccc2[N+](=O)[O-])cc1
-6	O=C(Nc1nccs1)c1cc(S(=O)(=O)N2CCOCC2)ccc1Cl
4	O=[N+]([O-])c1cc(Cl)ccc1NCCNS(=O)(=O)c1ccccc1
0	COc1ccccc1C(OC(=O)c1ccco1)C(=O)NC(C)(C)C (stereo unspecified)

The listing continues:
PglD DTNB	Structure
-5	COc1cccc(/C=N/NC(=O)c2c(-c3ccccc3)noc2C)c1
-5	O=C(NC(N1CCCC1)C(Cl)(Cl)Cl)c1ccccc1 (stereo unspecified)
3	CCC(c1nnnn1Cc1ccccc1)N(Cc1ccco1)Cc1cc2cc(OC)ccc2[nH]c1=O (stereo unspecified)
-4	Cc1nc(SCC(=O)Nc2ccc(C)c(F)c2)c2oc3ccccc3c2n1
-2	CCOC(=O)/C=C1\SCC(=O)N1CC(=O)NC(C)c1ccccc1 (stereo unspecified)
-4	CCCCn1c(=O)c2c(O)cc(=O)oc2c2ccccc21
-5	O=C(O)c1ccc2c(c1)C(=O)N(N1C(=O)c3ccccc3C1=O)C2=O
-2	COc1cc(C)ccc1OCCCCN1CC(C)OC(C)C1 (stereo unspecified)
0	COc1ccc(CC(=O)OCN2C(=O)c3ccccc3C2=O)cc1
8	COc1ccccc1NCc1ccc([N+](=O)[O-])s1
2	COCCCNC(=O)C1CC(=O)N(c2ccc(C)cc2)C1 (stereo unspecified)
2	Cc1cc(C)nc(SC2=CS(=O)(=O)c3ccccc32)n1
-2	CC12CN(C(=O)c3ccccc3)C3(C#N)CC1CCC23C (stereo unspecified)
1	O=C(NNC1=NCCC1)c1cccc(Br)c1
-1	Cc1nn(C)c(C)c1/C=N/N=C1\CCC2C3CCc4cc(O)ccc4C3CCC12C (stereo unspecified)

Rewritten as a markdown table: part of the list above
| SMILES | PglD DTNB |
| --- | --- |
| COc1cccc(/C=N/NC(=O)c2c(-c3ccccc3)noc2C)c1 | -5 |
| O=C(NC(N1CCCC1)C(Cl)(Cl)Cl)c1ccccc1 (stereo unspecified) | -5 |

Other structures follow.
PglD DTNB	Structure
-5	CC(C)n1c(NCc2c[nH]c3ccccc23)nc2ccccc21
4	COc1ccc(-c2onc3ccc(Br)cc23)cc1
-5	O=C(CSc1nc(-c2ccco2)cc(C(F)(F)F)n1)Nc1ccc(C(=O)N2CCOCC2)cc1
-1	O=C(O)CN=C(NS(=O)(=O)c1ccc(Cl)cc1)c1ccccc1
4	CCN1C(=O)C(F)(CC)C(=O)c2ccccc21 (stereo unspecified)
-9	Cc1cc(S(=O)(=O)N(Cc2ccc3c(c2)OCO3)CC2CCCO2)ccc1-n1cnnn1 (stereo unspecified)
-1	COC(=O)c1ccc(NC(=O)CN2CCN(c3cccc(Cl)c3)CC2)cc1
-2	CCOC(=O)C1(c2nc(N)cs2)COC(=O)C1 (stereo unspecified)
-6	O=C1[C@H]2[C@@H](c3ccc(Cl)cc3)N3C(=O)N(c4cccc(F)c4)C(=O)[C@@]3(Cc3ccc(Cl)cc3)[C@H]2C(=O)N1C1CCCCC1
1	CCN(CC)c1ccc(NC2=C(Cl)C(=O)c3ccccc3C2=O)cc1
-2	CCOc1ccc(C(C)(O)CN2CCOCC2)cc1 (stereo unspecified)
1	Cc1[nH]nc(SCC(=O)NCc2ccccc2)c1[N+](=O)[O-]
0	O=C(Nc1ccc2ccccc2c1)c1cnccn1
0	C=CCc1cccc(C=Nc2cc(Br)ccc2O)c1O
7	COc1ccccc1Nc1nc(N)nc(CSc2ncccn2)n1

The list goes on.
PglD DTNB	Structure
-2	O=C(c1ccc(F)cc1)N1CCC(N2CCOCC2)CC1
1	Cc1cccc(-c2noc(CN(C(=O)C34CC5CC(CC(C5)C3)C4)C(C)C)n2)c1
-3	CCOC(=O)c1cnn(Cc2ccccc2Cl)c1N
0	Cn1c(COc2ccc3ccccc3c2)nnc1SCC(=O)O
1	O=C(CSc1nncs1)NCc1ccc2c(c1)OCO2
1	O=C(NC1CC1)C1=COCCO1
0	CC(O)c1n(C)c(Cl)c[n+]1C (stereo unspecified)
1	O=C(OCc1cc(=O)n2c(n1)sc1ccccc12)c1cccc(O)c1
2	O=C(O)CCc1ccc(-c2ccc(Cl)cc2)o1
0	COc1ccc(C(=O)Nc2cccc(OC(=O)c3ccc(C)c(C)c3)c2)cc1
2	CC1=CC2(C#N)C3(N=C(N)C2(C#N)C(c2ccccc2)N1)OCCO3 (stereo unspecified)
-4	CC(=O)N(C)/C=C1\Sc2ccccc2C1=O
-4	CC(=O)C1=C(O)C(=O)N(CCNCCO)C1c1ccccc1 (stereo unspecified)
1	CCc1ccccc1NC(=O)CC1CS(=O)(=O)CC1CC(=O)Nc1ccccc1CC (stereo unspecified)
-1	Cc1ccc(-n2nc(C)cc2Nc2ncc(Cl)cc2Cl)cc1

Five of these compounds in a different format.
| smiles | PglD DTNB |
| --- | --- |
| O=C(CSc1ncnc2sc3c(c12)CCCCC3)NCc1ccco1 | 1 |
| N#Cc1nc(N)nc(N(c2ccccc2)c2ccccc2)n1 | 0 |
| COC(=O)c1ccc(-c2nc3ccccc3[nH]2)cc1 | 1 |
| CCOC(=O)C1=C(C)OC(N)=C(C#N)C1c1c(C)nn(-c2ccccc2)c1Cl (stereo unspecified) | -5 |
| C/C(=N\O)C(=O)NCCCNCCCN(C)C | -10 |

Carrying on:
PglD DTNB	Structure
-7	Cn1cc(C(=O)Nc2cccc(F)c2)cn1
1	COC(=O)c1sccc1NC(=S)N1CCN(c2ccccc2)CC1
4	O=[N+]([O-])c1cc(C(F)(F)F)ccc1-n1nnc2ccccc21
-8	Cc1ccc(S(=O)(=O)Nc2ccc(Br)cc2C(NCC(=O)O)c2ccccc2)cc1 (stereo unspecified)
0	O=c1cc(NS(=O)(=O)c2ccccc2)nc(SCc2ccccc2Cl)[nH]1
3	COC(=O)Cn1cc(C(=O)C2CC2)c2ccccc21
-1	COc1ccc(C(=O)/C=C/c2ccc(N3CCCCC3)c([N+](=O)[O-])c2)c(OC)c1
-1	COc1ccc(CCNC(=O)CN(c2ccccc2OC)S(C)(=O)=O)cc1

A portion of the library (hit frequency here may not be typical).
